Assay outcomes from PubChem BioAssay.
KCNK3 inh – human KCNK3 channel inhibition, primary screen | CHO-KCNK3 thallium flux, FluxOR fluorescence; active compounds read low | AID 602410 | actives 0.84% (n = 340,000) | B-score at 10 µM | O14649;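 active = B-score under library mean minus 4 SD, starting fluorescence ratio at most library mean plus 5 SD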;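 note: more negative B-score means stronger inhibition of thallium flux through KCNK3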
KCNQ1 act – human KCNQ1 channel potentiation or activation; actives 0.35% (n = 310,000); B-score at 10 µM; CHO-K1 KCNQ1, thallium flux FluxOR fluorescence; active compounds read high;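 active = fluorescence ratio B-score, a plate-corrected score, at least three library SD, with initial intensity B-score within 5 SD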
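Medium – assay buffer, equal DMSO in all wells · Material – CHO-K1 cell line with stable KCNQ1 potassium channel expression · Signal – kinetic FluxOR thallium fluorescence, 10-s 1-Hz baseline, 110-s post-stimulus read · Compound – single concentration per compound, DMSO matched to controls · Schedule – 37 °C overnight plating, 90-min dark dye load, 20-min compound pretreatment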
Dyrk1A ADPGlo – inhibitors of rat Dyrk1A kinase. Q63470. ADP-Glo luminescence, NFATc1 peptide. inhibition, % at 12.5 µM. actives 0.43% (n = 310,000); in the data active = inhibition above about 50%;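 note: plate controls were vehicle with enzyme for no effect and no enzyme for full effect; many of its hits are not listed in these tables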
RGS4 act – RGS4 potentiation or activation. actives 0.92% (n = 310,000). B-score at 10 µM. HEK293 M3R/inducible RGS4, carbachol calcium flux Fluo4; active compounds read low;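 active = B-score of the integrated calcium signal more than 4 SD below the library mean, with starting fluorescence not abnormally high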;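 note: negative B-score means reduced calcium response which marks RGS4 activation or potentiation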
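Assay system: Inducible-RGS4 HEK293 cells carrying M3 receptor | Schedule: Compound preincubation 20 min at room temperature before agonist | Signal: Kinetic calcium fluorescence imaging with Fluo4-AM dye, 2 µM | Read-out basis: B score from integrated fluorescence ratio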
GSK3A inh – blocks human GSK-3 alpha kinase; ADP-Glo luminescence, 60 min; inhibition, % at 10 µM; actives 0.1% (n = 320,000);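 in the data active = inhibition above about 50%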;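 note: GST-tagged GSK-3 alpha with peptide substrate and 25 µM ATP; 0% = DMSO neutral wells and 100% = GW8510 positive control wells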
HDAC3 inh – human HDAC3 inhibition | O15379 | recombinant HDAC3, fluorogenic peptide/trypsin coupled, fluorescence | inhibition, % at 8.3 µM | actives 0.15% (n = 320,000) | AID 2718; in the data active = inhibition above about 26%, passing the limit was not always enough; inconclusive = no clear call, values can overlap the other calls
hERG protect – hERG (human) protection from proarrhythmic block | actives 0.51% (n = 310,000) | AID 1511 | activation (rescue from dofetilide block), less the hit threshold, % at 10 µM | CHO-hERG, FluxOR thallium flux, dofetilide IC70 present | Q12809;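 active = activation above the mean of controls blocked by dofetilide plus 5 SD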;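 note: thallium influx through hERG after potassium depolarization seen as dye fluorescence rise; in these data hits start at about 4.7%; inactives centre near -7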
Target sequence (Q12809 whole entry, looked up): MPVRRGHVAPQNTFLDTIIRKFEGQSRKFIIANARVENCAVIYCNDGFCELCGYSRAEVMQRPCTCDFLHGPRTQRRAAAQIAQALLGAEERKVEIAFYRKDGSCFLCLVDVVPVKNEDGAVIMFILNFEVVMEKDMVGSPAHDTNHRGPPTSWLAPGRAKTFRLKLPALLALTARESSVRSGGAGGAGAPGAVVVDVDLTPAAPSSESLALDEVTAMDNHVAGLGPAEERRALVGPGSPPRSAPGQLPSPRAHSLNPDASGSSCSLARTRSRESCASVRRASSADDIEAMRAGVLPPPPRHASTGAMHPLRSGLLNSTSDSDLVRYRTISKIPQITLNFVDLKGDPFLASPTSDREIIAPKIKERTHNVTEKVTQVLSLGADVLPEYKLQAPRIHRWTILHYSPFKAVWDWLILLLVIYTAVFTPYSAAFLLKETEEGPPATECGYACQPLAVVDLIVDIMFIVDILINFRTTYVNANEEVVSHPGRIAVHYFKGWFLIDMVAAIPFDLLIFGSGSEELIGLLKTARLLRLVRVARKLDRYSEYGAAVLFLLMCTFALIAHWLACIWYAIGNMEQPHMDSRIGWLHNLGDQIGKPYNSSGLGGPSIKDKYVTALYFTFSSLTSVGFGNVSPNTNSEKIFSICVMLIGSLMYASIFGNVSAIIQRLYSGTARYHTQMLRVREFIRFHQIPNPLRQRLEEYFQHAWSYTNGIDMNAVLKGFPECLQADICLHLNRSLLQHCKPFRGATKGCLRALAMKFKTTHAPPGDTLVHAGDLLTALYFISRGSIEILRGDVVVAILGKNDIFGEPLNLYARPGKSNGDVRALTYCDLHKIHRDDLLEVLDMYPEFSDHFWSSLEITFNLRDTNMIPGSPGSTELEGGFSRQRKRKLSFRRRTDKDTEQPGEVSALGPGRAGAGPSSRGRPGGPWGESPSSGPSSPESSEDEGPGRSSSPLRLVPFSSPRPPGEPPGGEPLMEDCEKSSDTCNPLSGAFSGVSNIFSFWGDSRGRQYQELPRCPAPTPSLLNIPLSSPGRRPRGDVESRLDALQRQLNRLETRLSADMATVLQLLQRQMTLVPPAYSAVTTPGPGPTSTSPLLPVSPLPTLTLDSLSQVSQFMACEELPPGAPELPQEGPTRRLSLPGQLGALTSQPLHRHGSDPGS
PolyA inh – blocks polyadenylation in yeast reporter cells; S. cerevisiae SKY197-pL101 polyadenylation reporter, beta-gal luminescence; efflux-impaired pdr1/pdr3 knockout yeast; score 100 = 6 SD above DMSO; calls only at 12 µM; actives 0.02% (n = 300,000); AID 1875;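 active = lowest replicate activity score at least 50, where 100 means six control SD above control mean; inconclusive = lowest score under 50 but half or more replicates reach 50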;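 note: yeast exposed to compound for 9 h at 30 °C; higher score means more reporter readthrough which indicates perturbed polyadenylation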
KCNK9 inh – human KCNK9 channel inhibition; HEK293 KCNK9, FluxOR thallium flux fluorescence; active compounds read low; B-score at 10 µM; AID 488922; actives 1.2% (n = 310,000);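 active = ratio B-score over 3 SD below the library mean, with starting fluorescence within 5 SD of its mean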;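 note: negative B-score means less thallium flux so channel inhibition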
KCNQ1 block – blocks the human KCNQ1 potassium channel; P51787; CHO-K1 KCNQ1, FluxOR thallium flux fluorescence; active compounds read high; B-score at 10 µM; actives 1.3% (n = 310,000); AID 2642;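 active = compounds whose thallium flux B-score, printed positive for inhibition, exceeds three library SD while starting fluorescence stays within three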;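 note: channel opened by potassium depolarization with thallium stimulus after 20 min compound exposure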
GSK3beta inhib – human GSK3beta kinase inhibition; P49841; GST-GSK3beta kinase, ADP-Glo luminescence, 60 min; active compounds read low; activity score (negative = inhibition), % at 10 µM; actives 0.038% (n = 300,000); AID 2097;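 active = more than half of replicate wells score below -50%, meaning over 50% inhibition versus plate controls; inconclusive = some replicates but at most half score below -50%; inactive = no replicate scores below -50%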;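 note: 0% = median DMSO wells and -100% = median GW8510 positive control wells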
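Test system – GST-tagged human GSK3beta kinase, cell-free · Incubation – 60 min enzyme reaction, room temperature · Signal – ADP-Glo luminescence · Also added – peptide substrate and ATP at 25 µM · Controls – DMSO neutral wells and GW8510 at 20 µM as positive · Buffer or medium – Tris/MgCl2 kinase buffer · Measure – Luminescence-derived activity versus plate DMSO and GW8510 wells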
* = called active by the depositor; i = inactive; ? = inconclusive; / = no result given. This is a subset; the hit share may differ from the screen's.

| molecule | KCNK3 inh | KCNQ1 act | Dyrk1A ADPGlo | RGS4 act | GSK3A inh | HDAC3 inh | hERG protect | PolyA inh | KCNK9 inh | KCNQ1 block | GSK3beta inhib |
| --- | --- | --- | --- | --- | --- | --- | --- | --- | --- | --- | --- |
| CNC(=O)COc1ccc(S(=O)(=O)Nc2ccccc2)cc1 | i | i | -2 | i | -1 | 1 | -2 | i | i | i | -4 |
| CC(=O)c1nnn(-c2ccc([N+](=O)[O-])cc2C)c1C | i | i | -1 | i | -3 | 0 | -6 | i | i | i | -3 |
| Cc1ccc(C)c(S(=O)(=O)ON2C(=O)c3ccccc3C2=O)c1 | i | i | 3 | i | -1 | 9 | -9 | / | i | i | 2 |
| O=C(NNC(=O)c1ccccc1Cl)c1ccncc1 | i | i | 0 | i | / | / | -7 | i | i | i | 0 |
| CC1=CC(C)C2COC(c3ccc[n+](C)c3)C1C2C (centres undefined) | i | i | -6 | i | -2 | 6 | -7 | i | i | i | -3 |
| CCOC(=O)C(CC)/C(C)=N\NC(=O)CCC(=O)Nc1ccc(Cl)cc1Cl (centres undefined) | i | i | 1 | i | 1 | 18 | -11 | i | i | i | -2 |
| CCCCC(NC(=O)Cc1c(C)c2cc3c(C)c(C)oc3c(C)c2oc1=O)C(=O)O (centres undefined) | i | i | 5 | i | -6 | -4 | -7 | i | i | i | 4 |
| CCCc1cc(C(=O)OC)c(NC(=O)CCC(=O)O)s1 | i | i | 1 | i | -6 | -1 | -4 | i | i | i | 3 |
| O=C(NC(=S)Nc1ccccc1N1CCOCC1)c1cccs1 | i | i | 8 | i | 2 | 7 | 3 | i | i | i | -2 |
| O=C1c2ccccc2C(=O)N1OS(=O)(=O)c1ccc(F)cc1 | i | i | -4 | i | 1 | ? | -11 | i | i | i | -24 |
| COc1ccc(N(CC(=O)Nc2ccc(F)cc2F)S(=O)(=O)c2c(C)nn(C)c2C)cc1 | i | i | 2 | i | 2 | 2 | -9 | i | i | i | -1 |
| Cc1ccc(CN2CCN(CCCn3cccn3)CC2CCO)cc1 (centres undefined) | i | i | -4 | i | -4 | 1 | -1 | i | i | i | 2 |
| Cc1nn(-c2ccc(C(=O)Nc3nnc(C4CC4)s3)cc2)c(C)c1Cl | i | i | 7 | i | 3 | 2 | -2 | i | i | i | -2 |
| Cc1ccc(NS(=O)(=O)c2ccc(OCC(=O)NCc3ccccn3)cc2)cc1 | i | i | -4 | i | 0 | -2 | -10 | i | i | i | 0 |
| COc1ccc(C(=O)NC(Cn2ccnc2)C(C)(C)C)cc1OC1CCN(C(C)C)CC1 (centres undefined) | i | i | 1 | i | -1 | -2 | -11 | i | i | i | 0 |
| CC(C)(C)C(=O)NC1CC2CCCC(C1)N2C(=O)Nc1ccccc1 (centres undefined) | i | i | / | i | -1 | -7 | -2 | i | i | i | -2 |
| N#Cc1c(-n2cccc2)cccc1-n1cccc1 | i | i | 6 | i | 0 | -2 | -11 | i | i | i | 2 |
| COc1ccc(OC)c(NC(=O)Cc2cccs2)c1 | i | i | 0 | i | -7 | 2 | -6 | i | i | i | -2 |
| Cc1sc2nc(CN3CCOCC3)nc(NCCc3ccccc3)c2c1C | i | i | 3 | i | -1 | 0 | -14 | i | i | i | 0 |
| O=C(N/N=C/c1ccc[nH]1)c1sc2ccccc2c1Cl | i | i | / | i | 0 | 1 | -1 | i | i | i | 4 |
| Cc1cccc(N2CCN(C(=O)c3noc4c3COc3ccc(C)cc3-4)CC2C)c1 (centres undefined) | i | i | 4 | i | -1 | -6 | -15 | i | i | 10* | 1 |
| O=C(CSc1ccccc1)NCc1ccco1 | i | i | 5 | i | -1 | 3 | -5 | i | i | i | 3 |
| CN1C(=O)N(c2nnc(C(C)(C)C)s2)C(=O)C1c1ccccc1 (centres undefined) | i | i | -18 | i | -4 | 6 | -9 | i | i | i | 1 |
| CCN1CCN(C(=O)N(CC(=O)Nc2ccc(C(N)=O)cc2)S(=O)(=O)c2ccc(C)cc2)CC1 | i | i | -18 | i | / | / | -2 | i | i | i | 1 |
| COc1ccc(C(=O)OCC(=O)NCC2CCCCC2)cc1S(=O)(=O)N1CCCc2ccccc21 | i | i | 3 | i | -2 | 11 | -3 | i | i | i | 2 |
| CSc1nsc(SCC(=O)N2CCCCC2)n1 | i | i | -5 | i | -1 | -3 | -6 | i | i | i | 1 |
| CCOc1ccc(C(CC(=O)O)NC(=O)c2cccs2)cc1OC (centres undefined) | i | i | -4 | i | 1 | -5 | -8 | i | i | i | 1 |
| Cc1cc2c(c(=O)o1)C1(C(=O)N(CC(=O)O)c3ccccc31)C(C#N)=C(N)O2 (centres undefined) | i | i | -2 | i | 3 | -3 | -6 | i | i | i | 0 |
| Cc1ccc(N(CC(=O)O)S(=O)(=O)c2cccc3nonc23)cc1 | i | i | 0 | i | -6 | 1 | -1 | i | i | i | 4 |
| CCn1c(C(C)NC(=O)c2cccs2)nc2ccccc21 (centres undefined) | i | i | 7 | i | -4 | 0 | -1 | i | i | i | 0 |
| N#Cc1ccccc1S(=O)(=O)N1CCN(CC(O)c2ccccc2)CC1 (centres undefined) | i | i | / | i | -2 | 0 | -4 | i | i | i | -1 |
| O=C(Nc1cccc(F)c1)c1cccc(S(=O)(=O)N2CCOCC2)c1 | i | i | / | i | -1 | -1 | -4 | i | i | i | 0 |
| CCOC(=O)c1sc(=S)n(-c2ccc(F)c(F)c2)c1N | i | i | -3 | i | -3 | 0 | -7 | i | i | i | -2 |
| O=C(NC1CCC(O)CC1)c1ccc(-c2ccc([N+](=O)[O-])cc2)o1 (centres undefined) | i | i | 2 | i | -1 | 4 | -9 | i | i | i | 3 |
| Cc1ccsc1/C=N\NC(=O)CCc1c(C)n[nH]c1C | i | i | 3 | i | -7 | -5 | -14 | i | i | i | 1 |
| COc1ccc(C)cc1NC(=O)C(CCS(C)(=O)=O)NC(C)=O (centres undefined) | i | i | -4 | i | 0 | -3 | -7 | i | i | i | 2 |
| CCC(C(=O)NCCC(C)C)n1ccc2cc(S(=O)(=O)N3CCCCC3)ccc21 (centres undefined) | i | i | / | i | -1 | 8 | -9 | i | i | i | -1 |
| COc1ccccc1OCC(=O)Nc1cccc(-c2nnc(-c3ccco3)o2)c1 | -10* | i | 16 | -8.1* | 4 | -17 | -25 | i | -8.6* | i | -7 |
| CCC1=NN2C(=N)/C(=C\c3ccc(OCCOc4ccccc4)c(OC)c3)C(=O)N=C2S1 | / | i | / | i | -3 | -5 | -8 | i | i | i | 0 |
| Cc1cc(C)c2c(CC(=O)O)c(C)[nH]c2c1 | i | i | -2 | i | -1 | -2 | -6 | i | i | i | -4 |
| Cc1cc(C)nc(NC(=S)NC(=O)c2ccccc2)n1 | i | i | 8 | i | -1 | 4 | -2 | i | i | i | 0 |
| CCn1c(CNc2nc3ccccc3n2C(C)C)nc2ccccc21 | i | i | 8 | i | -2 | 3 | -12 | i | i | i | 2 |
| CC(C)Oc1ccccc1NC(=O)CSc1nccn1C | i | i | 3 | i | -2 | 2 | -4 | i | i | i | 0 |
| CCc1nnc(NC(=O)C2CCCN2C(=O)Nc2ccc(C)cc2)s1 (centres undefined) | i | i | -4 | i | 0 | -2 | -7 | i | i | i | -1 |
| COc1ccc(CCNC2=CC(=O)CC(C)(C)C2)cc1 | i | i | 1 | i | -3 | -5 | -6 | i | i | i | 0 |
| COc1ccc(-c2cccc(C(=O)Nc3ccc(OC)c(OC)c3)c2)cc1 | i | i | -1 | i | 2 | 6 | -6 | i | i | i | -2 |
| O=C(NC1CCOCC1)C1CCC(=O)N(Cc2cccc(C(F)(F)F)c2)C1 (centres undefined) | i | i | 1 | i | -1 | -2 | -4 | i | i | i | 12 |
| CNC(=O)COC(=O)c1ccc2c(c1)NC(=O)C1CCCN21 (centres undefined) | / | i | / | i | 2 | 1 | -10 | i | i | i | -1 |
| CCOC(=O)C1CCN(C(C)=C2C(=O)c3ccccc3C2=O)CC1 | i | i | 1 | i | 5 | 2 | -4 | i | i | i | -2 |
| Cc1cc(C)c(S(=O)(=O)Nc2cc(C)on2)c(C)c1 | i | i | 2 | i | -2 | 6 | -10 | i | i | i | 6 |

Quoted from the listing:
Reading of COc1ccc(CCNC2=CC(=O)CC(C)(C)C2)cc1 under GSK3A inh: -3
Reading of CCOC(=O)C1CCN(C(C)=C2C(=O)c3ccccc3C2=O)CC1 under GSK3A inh: 5
Reading of CCc1nnc(NC(=O)C2CCCN2C(=O)Nc2ccc(C)cc2)s1 (centres undefined) under hERG protect: -7
Reading of O=C(Nc1cccc(F)c1)c1cccc(S(=O)(=O)N2CCOCC2)c1 under hERG protect: -4
Reading of CNC(=O)COC(=O)c1ccc2c(c1)NC(=O)C1CCCN21 (centres undefined) under GSK3A inh: 2

Next section.
| molecule | KCNK3 inh | KCNQ1 act | Dyrk1A ADPGlo | RGS4 act | GSK3A inh | HDAC3 inh | hERG protect | PolyA inh | KCNK9 inh | KCNQ1 block | GSK3beta inhib |
| --- | --- | --- | --- | --- | --- | --- | --- | --- | --- | --- | --- |
| CCN(CC)S(=O)(=O)c1ccc(-c2cc(C(=O)OC)sc2C(F)(F)F)cc1 | -9.7* | i | / | i | -1 | 1 | -8 | i | i | i | 4 |
| O=C(N/C(=C/c1ccccc1)C(=O)N1CCCCCC1)c1ccccc1 | i | i | -4 | i | -1 | -4 | -4 | i | i | i | 1 |
| O=C(O)c1cccc(NC(=O)c2ccccc2NC(=O)c2ccco2)c1 | i | i | 5 | i | -1 | 0 | -4 | i | i | i | 0 |
| CCC(C)N(C(=O)COC(=O)Cc1n[nH]c(=O)c2ccccc12)C1CCS(=O)(=O)C1 (centres undefined) | i | i | 1 | i | 0 | -4 | -4 | i | i | i | -1 |

No new results follow: an excerpt of the list.
| molecule | KCNK3 inh | KCNQ1 act | Dyrk1A ADPGlo | RGS4 act | GSK3A inh | HDAC3 inh | hERG protect | PolyA inh | KCNK9 inh | KCNQ1 block | GSK3beta inhib |
| --- | --- | --- | --- | --- | --- | --- | --- | --- | --- | --- | --- |
| O=C(O)c1cccc(NC(=O)c2ccccc2NC(=O)c2ccco2)c1 | i | i | 5 | i | -1 | 0 | -4 | i | i | i | 0 |
| CCC(C)N(C(=O)COC(=O)Cc1n[nH]c(=O)c2ccccc12)C1CCS(=O)(=O)C1 (centres undefined) | i | i | 1 | i | 0 | -4 | -4 | i | i | i | -1 |
